Bioassay records (PubChem)
ASK1 primary: inhibitors of human ASK1 kinase | Q99683 | AlphaScreen MKK6 phosphorylation by ASK1, luminescence | inhibition, % at 7.44 µM | 22,000 tested, 0.99% active | AID 1159602; in the data active means inhibition above about 35%;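 further: 0% = median of compound wells and 100% = no enzyme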
ULK1 inh: blocks human autophagy kinase ULK1; AlphaScreen Atg13 phosphorylation by ULK1, luminescence; O75385; inhibition, % at 5.96 µM; 30,000 tested, 1.9% active; in the data active means inhibition above about 43%;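 further: 0% = median of compound wells and 100% = no enzyme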
* hit, by the source's call. No enrichment for hits, and some 2.8% of all compounds hit somewhere here.

What do the screens show for `OC1CCN(c2cc(-c3ccccn3)nc(-c3ccccc3)n2)CC1`?
ULK1 inh: -24

What do the screens show for `CCCNC(=O)c1cnc(NCCCN2CCCC2=O)s1`?
ASK1 primary: -8; ULK1 inh: 1

Results for COc1ccc(CCNc2nc(NCCN3CCOCC3)nc3c2ncn3Cc2ccc(C(F)(F)F)cc2)cc1 ?
ASK1 primary: 17; ULK1 inh: -9

What do the screens show for `C=N[C@@H](C(=O)N[C@@H]1C(=O)N2[C@@H]1SC(C)(C)[C@@H]2C(=O)O)c1ccccc1`?
ULK1 inh: -2

Results for COc1ccc(C(C#N)N2CCCCCC2)cc1OC (centres undefined) ?
ULK1 inh: 8

How did Oc1ccc(CCNc2nc(Nc3nccc4ccccc34)nc3c2ncn3-c2ccccc2)cc1 do in these assays?
ASK1 primary: 10; ULK1 inh: -6

What do the screens show for `CC(C)N(CCNc1nc(-c2ccc(N3CCN(C)CC3)cc2)nc2nc[nH]c12)C(C)C`?
ASK1 primary: 17; ULK1 inh: -10

Results for C[C@@H](C1=C(CCN(C)C)Cc2ccccc21)c1ccccn1 ?
ULK1 inh: -2

Results for c1ccc(Cn2nnnc2-c2ccc(Nc3nccc(-c4cccc(N5CCOCC5)c4)n3)cc2)cc1 ?
ASK1 primary: 15; ULK1 inh: -3

What do the screens show for `CN1CCN(C(=O)c2ccc(-c3cncc(C(=O)NC4CC4)c3)cc2)CC1`?
ASK1 primary: -2; ULK1 inh: 26

What do the screens show for `O=C(NCCO)c1ccc2nc(-c3cccs3)sc2c1`?
ASK1 primary: -4; ULK1 inh: -4

How did COc1cc(NC(=O)c2cccc(-n3cc(N(Cc4ccccc4)Cc4ccccc4)cn3)c2)cc(OC)c1OC do in these assays?
ASK1 primary: -16; ULK1 inh: 3

Arranged by SMILES length (highest first): 4 of the compounds above
What do the screens show for `C=N[C@@H](C(=O)N[C@@H]1C(=O)N2[C@@H]1SC(C)(C)[C@@H]2C(=O)O)c1ccccc1`?
ULK1 inh: -2

What do the screens show for `CC(C)N(CCNc1nc(-c2ccc(N3CCN(C)CC3)cc2)nc2nc[nH]c12)C(C)C`?
ASK1 primary: 17; ULK1 inh: -10

Results for C[C@@H](C1=C(CCN(C)C)Cc2ccccc21)c1ccccn1 ?
ULK1 inh: -2

Results for COc1ccc(C(C#N)N2CCCCCC2)cc1OC (centres undefined) ?
ULK1 inh: 8

New compounds follow
What do the screens show for `COc1cc2nc(Nc3nc4ccccc4n3C)nc(Nc3cc(OC)c(OC)c(OC)c3)c2cc1OC`?
ASK1 primary: 8; ULK1 inh: 1

How did Nc1ccccc1C(=O)N1CCC(c2nnc(-c3ccccc3)o2)CC1 do in these assays?
ULK1 inh: -1

How did NC(=O)c1cccc(N2CCOCC2)n1 do in these assays?
ASK1 primary: 6; ULK1 inh: 4

How did CN(C)c1cccc(Nc2nc(N)c3ncn(-c4ccccc4)c3n2)c1 do in these assays?
ASK1 primary: 4; ULK1 inh: 15

Results for CC(=O)Nc1ccc(Nc2nc(Nc3ccncn3)nc3c2ncn3-c2ccccc2)cc1 ?
ASK1 primary: 5; ULK1 inh: -49

How did CCN1CCN(c2ncn(-c3ccc(Nc4nccc(-c5cc(N6CCOCC6)cc(C(F)(F)F)c5)n4)cc3)n2)CC1 do in these assays?
ASK1 primary: -2; ULK1 inh: -27

Results for Fc1cc(-c2ccnc(Nc3ccc(-c4nnn(-c5cccnc5)n4)cc3)n2)cc(N2CCOCC2)c1 ?
ASK1 primary: 4; ULK1 inh: 6

What do the screens show for `O=C(NC1CCN(Cc2ccccc2)CC1)c1csc(Oc2ccccc2)n1`?
ASK1 primary: -17; ULK1 inh: 12

How did COc1cc(Nc2nc(NCCc3ccc(O)cc3)c3[nH]cnc3n2)cc(OC)c1OC do in these assays?
ASK1 primary: -18; ULK1 inh: 75*

Results for O=C(CC1CCCCC1)Nc1nc2ccccc2s1 ?
ULK1 inh: -4

How did COc1ccc(-c2ncn(-c3ccc(Nc4nccc(-c5cc(C#N)cc(N6CCNCC6)c5)n4)cc3)n2)cn1 do in these assays?
ASK1 primary: 45*; ULK1 inh: -387

Results for O=C(NCCOc1ccccc1)c1cnc(Nc2cccnc2)s1 ?
ASK1 primary: 5; ULK1 inh: -1

Results for COc1nc(Nc2cc(OC)c(OC)c(OC)c2)nc(-c2ccc(N3CCOCC3)nc2)n1 ?
ASK1 primary: 23; ULK1 inh: -6

How did Cc1nn(C)c(C)c1-c1cc(NCCOc2ccccc2)ncn1 do in these assays?
ASK1 primary: 9; ULK1 inh: 10

Results for CN(C)c1nc(NCc2ccccc2)nc(N/N=C/c2ccc(Cl)cc2)n1 ?
ULK1 inh: -5

What do the screens show for `Cc1cnc(NCc2ccc3c(c2)OCO3)nc1NCCCN1CCCC1=O`?
ASK1 primary: 9; ULK1 inh: -3

How did CC1(C)Cc2cccc(OCc3ccc(C(N)=O)cc3)c2O1 do in these assays?
ULK1 inh: -4

Results for c1ccc2c(c1)CCN(c1nc3ncnc(NCc4nc5ccccc5[nH]4)c3[nH]1)C2 ?
ASK1 primary: 2; ULK1 inh: 11

What do the screens show for `COc1cc2c(c(OC)c1OC)-c1ccc(OC)c(=O)cc1[C@@H](NC(C)=O)CC2`?
ULK1 inh: -2

How did CC(C)N(CCNc1nc(N2CCN(c3ccccn3)CC2)nc2c1ncn2C(C)C)C(C)C do in these assays?
ASK1 primary: 4; ULK1 inh: -7

How did Nc1nc(NCc2cccc(C(F)(F)F)c2)cc(Nc2ccccn2)n1 do in these assays?
ASK1 primary: -23; ULK1 inh: -5

What do the screens show for `CCOC(=O)c1cccc(-n2cc(Nc3nnnn3-c3ccccc3)cn2)c1`?
ASK1 primary: -5; ULK1 inh: -19

What do the screens show for `O=C(Cc1cn(-c2ccc(N3CCc4ccccc4C3)nn2)c2ccccc12)NCc1cccc(C(F)(F)F)c1`?
ASK1 primary: 9; ULK1 inh: 12

What do the screens show for `Nc1nc(NCCc2ccc(O)cc2)cc(N2CCN(c3ccccn3)CC2)n1`?
ASK1 primary: 2; ULK1 inh: 6

How did CC(C)N(CCNc1nc(Nc2ccccc2)nc2c1ncn2-c1ccccc1)C(C)C do in these assays?
ASK1 primary: 11; ULK1 inh: -8

Results for O=C(Nc1ccc2[nH]ncc2c1)C1CCN(C(=O)[C@H]2Cc3ccccc3CN2)C1 (some centres undefined) ?
ASK1 primary: 5; ULK1 inh: 9

How did CC(C)n1cnc2c(NCCN3CCOCC3)nc(NCc3ccc4c(c3)OCO4)nc21 do in these assays?
ASK1 primary: -1; ULK1 inh: 1

What do the screens show for `CCCCN(CCCC)CCC(O)c1cc2c(Cl)cc(Cl)cc2c2cc(C(F)(F)F)ccc12` (centres undefined)?
ULK1 inh: 20

What do the screens show for `CCN(CC)c1nc(NCCOc2ccccc2)nc(N2CCN(Cc3ccc4c(c3)OCO4)CC2)n1`?
ASK1 primary: 2; ULK1 inh: -4

How did COc1cc2nc(N3CCOCC3)nc(NC3CC3)c2cc1OC do in these assays?
ASK1 primary: -9; ULK1 inh: -3

What do the screens show for `Cc1noc(C)c1-c1cc(NCc2cccnc2)nc(N)n1`?
ASK1 primary: -65; ULK1 inh: 23

Results for O=[N+]([O-])c1ccc(Oc2ccc(N=C=S)cc2)cc1 ?
ULK1 inh: -3

How did CC(=O)Nc1ccc(NC(=O)c2ccc3nc(-c4cccs4)sc3c2)cc1 do in these assays?
ASK1 primary: -11; ULK1 inh: 15

How did Nc1cccc(-c2nc(NCc3cccc(C(F)(F)F)c3)c3ncn(-c4ccsc4)c3n2)c1 do in these assays?
ASK1 primary: 11; ULK1 inh: -16

How did N/C(=N\OC(=O)c1ccccc1)c1ccc(Cn2cc(C(F)(F)F)ccc2=O)cc1 do in these assays?
ULK1 inh: 2

What do the screens show for `OCc1cnn(-c2ccnc(Nc3ccc(N4CCOCC4)cc3)c2)c1`?
ASK1 primary: -3; ULK1 inh: -9

Results for FC(F)(F)c1ccc(Cn2cnc3c(NC4CCN(Cc5ccccc5)CC4)nc(NCc4ccc5c(c4)OCO5)nc32)cc1 ?
ASK1 primary: 27; ULK1 inh: -2

What do the screens show for `O=C(NC1CC1)c1cccc(NS(=O)(=O)c2ccc(-c3ncnc4[nH]ccc34)cc2)c1`?
ASK1 primary: 8; ULK1 inh: 44*

What do the screens show for `O=C1CCCN1CCCNc1cc(N2CCOCC2)ncn1`?
ASK1 primary: -4; ULK1 inh: 0

Results for O=C1CCCN1CCn1cnc2c(NC3CC3)nc(N3CCOCC3)nc21 ?
ASK1 primary: 16; ULK1 inh: 2

What do the screens show for `Cc1cc(NCc2ccccc2)nc(Nc2ccc(-n3ccnc3)cc2)n1`?
ASK1 primary: 4; ULK1 inh: 1

How did COc1ccc(-c2cccc(C(=O)NCCN3CCOCC3)c2)cn1 do in these assays?
ASK1 primary: 4; ULK1 inh: -3

How did O=C(NCCO)c1cccc(-c2ccc(C(=O)NC3CC3)cc2)c1 do in these assays?
ASK1 primary: 8; ULK1 inh: 21

What do the screens show for `FC(F)(F)c1ccc(Nc2nccc(Nc3ccccc3)n2)cc1`?
ASK1 primary: 5; ULK1 inh: -11

How did CC(C)n1cnc2c(NCCOc3ccccc3)nc(Nc3ccccn3)nc21 do in these assays?
ASK1 primary: -17; ULK1 inh: -14

Results for CN1CCN(C(=O)c2ccc(-c3cc(C(=O)NC4CC4)ccn3)cc2)CC1 ?
ASK1 primary: -8; ULK1 inh: 4

What do the screens show for `CCNc1nc2nc3ccc(C)cn3c(=O)c2cc1C(=O)NC1CCCC1`?
ULK1 inh: 4

How did O=C(c1ccc([N+](=O)[O-])cc1)c1ccc2c(c1)C(=O)N(c1ccncc1)C2=O do in these assays?
ULK1 inh: -7

Structures listed so far containing a thiophene ring, fused or not, in the order listed:
What do the screens show for `O=C(NCCO)c1ccc2nc(-c3cccs3)sc2c1`?
ASK1 primary: -4; ULK1 inh: -4

How did CC(=O)Nc1ccc(NC(=O)c2ccc3nc(-c4cccs4)sc3c2)cc1 do in these assays?
ASK1 primary: -11; ULK1 inh: 15

How did Nc1cccc(-c2nc(NCc3cccc(C(F)(F)F)c3)c3ncn(-c4ccsc4)c3n2)c1 do in these assays?
ASK1 primary: 11; ULK1 inh: -16

The list continues:
How did O=C(NCc1nnnn1-c1ccccc1)c1cc(Br)ccc1Cl do in these assays?
ULK1 inh: 13

How did O=C(OCc1ccccc1)c1cccnc1 do in these assays?
ULK1 inh: 20

Results for O=C(NC1CC1)c1ccc(-c2nc(NCCO)c3ncn(-c4ccccc4)c3n2)cc1 ?
ASK1 primary: 1; ULK1 inh: -5

How did CC(=O)Nc1ccc(Nc2ncnc3nc(N4CCCC4CO)[nH]c23)cc1 (centres undefined) do in these assays?
ASK1 primary: -4; ULK1 inh: -4

Results for O=C(NC1CCN(Cc2ccccc2)CC1)c1ccc2nc(NCc3ccc4c(c3)OCO4)sc2c1 ?
ASK1 primary: 3; ULK1 inh: -5

Results for c1ccc(CNc2nc(N3CCC(N4CCOCC4)CC3)nc3nc[nH]c23)cc1 ?
ASK1 primary: -1; ULK1 inh: 2

Results for Oc1cccc(-c2nc(Nc3ccc4[nH]ncc4c3)c3ccccc3n2)c1 ?
ASK1 primary: -12; ULK1 inh: -38

What do the screens show for `FC(F)(F)c1cccc(CNc2ccnc(Nc3ccccn3)n2)c1`?
ASK1 primary: 3; ULK1 inh: -8

How did C=CCN(CC=C)C(=O)c1cc(OC)cc(OC)c1 do in these assays?
ULK1 inh: 5

Results for OCCNc1nc(Nc2ccc(C(F)(F)F)cc2)nc2c1ncn2-c1ccccc1 ?
ASK1 primary: -5; ULK1 inh: -12

Results for Cc1nc2ccccc2n1Cc1ccc(Cl)cc1 ?
ULK1 inh: -2

What do the screens show for `NC(C(=O)N1CCC(C(=O)Nc2ccc3[nH]ncc3c2)C1)c1cccc(Br)c1` (centres undefined)?
ASK1 primary: -6; ULK1 inh: 2

Results for O=C(NNS(=O)(=O)c1ccc([N+](=O)[O-])cc1)c1ccc(Cl)cc1 ?
ULK1 inh: 1

What do the screens show for `COc1ccc(-c2cc(-c3ccccc3)c(=O)[nH]n2)cc1`?
ASK1 primary: -32; ULK1 inh: -1

Results for N#Cc1cc(-c2ccnc(Nc3ccc(-n4cnc(N5CCCC(O)C5)n4)cc3)n2)cc(N2CCOCC2)c1 (centres undefined) ?
ASK1 primary: 8; ULK1 inh: -3

Results for CC(C)/C(N)=N/OC(=O)c1ccc(I)cc1 ?
ULK1 inh: -5

What do the screens show for `COc1ccc(-c2nc(NCCCN3CCCC3=O)c3ncn(-c4ccsc4)c3n2)cc1`?
ASK1 primary: 0; ULK1 inh: -25

How did CC(C)CNC(=O)Cc1ccc2c(c1)CC(c1nc3ccc(-c4ccnc(N)n4)cc3[nH]1)CO2 (centres undefined) do in these assays?
ASK1 primary: 9; ULK1 inh: 9

How did N[C@H](Cc1cccc(F)c1)c1nc2cc(-c3ccncc3)cnc2s1 do in these assays?
ASK1 primary: -5; ULK1 inh: 18

What do the screens show for `NC(C(=O)N1CCC(Nc2ccc3[nH]ncc3c2)CC1)c1ccc(F)cc1F` (centres undefined)?
ASK1 primary: -1; ULK1 inh: 1

Results for COc1cc(Nc2nc(Nc3cccc(N(C)C)c3)ncc2C)cc(OC)c1OC ?
ASK1 primary: 21; ULK1 inh: 63*

Results for Cc1nn(C)c(C)c1-c1cc(C(=O)NCCc2ccc(O)cc2)ccn1 ?
ASK1 primary: 16; ULK1 inh: -23

How did N#Cc1cc(-c2ccnc(Nc3ccc(-n4cnc(N5CCNCC5)n4)cc3)n2)cc(N2CCOCC2)c1 do in these assays?
ASK1 primary: 28; ULK1 inh: 3

What do the screens show for `CNc1nc(Nc2ccnc(Nc3cc(OC)c(Br)cc3OC)c2)c(C(=O)OC)s1`?
ASK1 primary: 19; ULK1 inh: -17

What do the screens show for `c1ccc(Oc2ccc(Nc3cc(Nc4ncccn4)ncn3)cc2)cc1`?
ASK1 primary: -3; ULK1 inh: 10

What do the screens show for `CCCNC(=O)c1cnc(Nc2ccncc2)s1`?
ASK1 primary: 9; ULK1 inh: 22

How did CN1CCN(c2ccc(-c3ccc(C(=O)Nc4ccccc4)s3)cc2)CC1 do in these assays?
ASK1 primary: -3; ULK1 inh: 31
